EPAC2 ag – EPAC2 (human) agonism | Q8WZA2 | EPAC2 activation, biochemical qHTS; response scale: 100% = 6.5 mM cAMP response | Potency, µM (highest dose often 154 µM), without a hit: top-dose activation, most hits filed as activators | 360,000 tested, 0.079% active; further: potency means the concentration at half of the fitted maximal effect; nearly all actives have a fitted effect of over 50% in size
Target sequence (Q8WZA2 whole entry, looked up): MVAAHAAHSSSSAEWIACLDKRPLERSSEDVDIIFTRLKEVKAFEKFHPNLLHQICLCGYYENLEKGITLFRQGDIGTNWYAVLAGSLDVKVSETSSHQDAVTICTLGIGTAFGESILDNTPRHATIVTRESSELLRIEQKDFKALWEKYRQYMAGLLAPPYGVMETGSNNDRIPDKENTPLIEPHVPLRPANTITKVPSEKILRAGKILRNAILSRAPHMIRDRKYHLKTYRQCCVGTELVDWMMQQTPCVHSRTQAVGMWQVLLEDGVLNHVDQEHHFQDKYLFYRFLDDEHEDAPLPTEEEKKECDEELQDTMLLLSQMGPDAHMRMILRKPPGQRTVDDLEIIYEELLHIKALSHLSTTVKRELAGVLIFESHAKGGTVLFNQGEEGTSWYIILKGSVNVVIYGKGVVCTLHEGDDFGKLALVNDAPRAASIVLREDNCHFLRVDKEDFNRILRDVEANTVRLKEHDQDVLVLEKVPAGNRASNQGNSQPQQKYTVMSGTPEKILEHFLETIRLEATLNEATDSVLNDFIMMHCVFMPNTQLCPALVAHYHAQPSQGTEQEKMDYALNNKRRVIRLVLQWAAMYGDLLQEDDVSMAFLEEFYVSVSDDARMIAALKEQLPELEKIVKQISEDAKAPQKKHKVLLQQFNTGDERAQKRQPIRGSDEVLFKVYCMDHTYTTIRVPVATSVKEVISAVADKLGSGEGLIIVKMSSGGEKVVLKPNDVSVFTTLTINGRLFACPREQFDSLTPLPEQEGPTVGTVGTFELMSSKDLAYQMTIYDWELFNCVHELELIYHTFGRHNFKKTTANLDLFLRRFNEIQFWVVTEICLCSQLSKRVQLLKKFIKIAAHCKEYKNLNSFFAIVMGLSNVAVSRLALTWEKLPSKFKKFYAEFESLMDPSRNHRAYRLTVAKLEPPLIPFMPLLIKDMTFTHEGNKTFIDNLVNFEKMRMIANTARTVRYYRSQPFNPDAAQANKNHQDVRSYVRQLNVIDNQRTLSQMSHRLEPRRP
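Compounds were titrated in qHTS against a Rap1B-BODIPY-GDP (250 nM) complex with EPAC2 (100 nM) and GDP (50 uM). BODIPY-GDP release tracked at 480/540 nm over 30 min at room temperature, normalized to 6.5 mM cAMP.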
A549 viability – A549 cytotoxicity, counter-screen for Nrf2 inhibitors. A549 ARE-Fluc cells, CellTiter-Fluor viability, 18-24 h. 390,000 tested, 0.16% active. Potency, µM (series often up to 46 µM), without a hit: at the top dose activity change, negative = cytotoxicity, hits mostly inhibitors; further: potency means the concentration at half of the fitted maximal effect; on the % scale 0 is the no-effect control and ±100 the full control effect
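A549 ARE_Fluc cells in 5% FBS OPTI-MEM were exposed to compounds in concentration-response for 18-24 h at 37 deg C. Viability was read by CellTiter-Fluor fluorescence (Ex 405/Em 525) after 30 min, before the luciferase read.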
EPAC2 antag – blocks human EPAC2 exchange factor; Q8WZA2; EPAC2 GEF exchange of Rap1B-BODIPY-GDP, fluorescence; Potency, µM (series often up to 114 µM), without a hit: top-dose activity, negative = inhibition, actives largely listed as inhibitors; 360,000 tested, 0.18% active; AID 720708; further: potency means the concentration at half of the fitted maximal effect; on the % scale 0 is the no-effect control and ±100 the full control effect; nearly all actives have a fitted effect of over 45% in size; many of its hits are not listed in these tables
pAkt inh – blocks phosphorylation of Akt | 360,000 tested, 0.32% active | Neuro2A IGF-stimulated pAkt S473 HTRF, 20 min; hits give low values | activity change, % for hits at 50 µM | AID 651550; in the data active means activity change below about -80%; inconclusive means mostly about -51% to -80%; further: on the % scale 0 is the no-effect control and ±100 the full control effect
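Neuro2A cells (4,500/well, DMEM with 0.5% FBS) were treated with compound at a single 50 µM final concentration, stimulated with 6 nM IGF for 20 min at 37 °C, and lysed. Phospho-Akt Ser473 was read by HTRF as 665/615 ratio ×10^4.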
Nrf2 block – inhibitors of Nrf2 signaling. 360,000 tested, 2.1% active. A549 ARE-Fluc reporter, luciferase luminescence, 18-24 h. Potency, µM (series often up to 46 µM), for inactives: top-dose activity change, negative = inhibition, most hits filed as inhibitors; further: potency means the concentration at half of the fitted maximal effect; on the % scale 0 is the no-effect control and ±100 the full control effect; nearly all actives have a fitted effect of over 60% in size
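Nrf2 function is reported as luminescence of an ARE-controlled luciferase in A549 cells. Compounds were tested at several concentrations, and a CellTiter-Fluor read on the same wells flagged cytotoxicity.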
TGFb inhibitor – blocks TGF-b signaling; HepG2 CAGA-GFP TGF-b/SMAD3 reporter, GFP fluorescence, 18 h; TGF-beta stimulated, 500 pg/mL final; Potency, µM (highest dose often 46.1 µM), without a hit: at the top dose activity, negative = inhibition, most hits filed as inhibitors; 410,000 tested, 1.2% active; AID 588855; further: potency means the concentration at half of the fitted maximal effect; on the % scale 0 is the no-effect control and ±100 the full control effect; nearly all actives have a fitted effect of over 65% in size
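HEPG2 CAGA-GFP reporter cells (1000/well, DMEM with 1% FBS) received compounds, then recombinant TGF-beta at 500 pg/mL final for 18 hours at 37 degrees C. Per-cell GFP summed per well was normalised to unstimulated and stimulated DMSO controls before curve fitting.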
MmCpn inh – M. maripaludis TRiC chaperonin inhibition | purified Mm-Cpn ATPase, ADP Transcreener TR-FRET | Potency, µM (titrated, usually from 76.9 µM), without a hit: at the highest dose activity, negative = inhibition, most hits filed as inhibitors | 330,000 tested, 0.031% active | AID 504842; further: potency means the concentration at half of the fitted maximal effect; on the % scale 0 is the no-effect control and ±100 the full control effect; nearly all actives have a fitted effect of over 80% in size
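Compound-treated chaperonin, 25 nM final, turns over 10 uM ATP at 37°C for 30 min following a 10 min preincubation; ADP generated competes with ADP-d2 for Eu-cryptate antibody, lowering FRET.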
CCT modulator – changes cytosolic chaperonin activity; purified chaperonin ATPase assay, HTRF ADP detection, 30 min; activity change, % (concentration not given with the values), hits read low; 360,000 tested, 0.3% active; AID 651819; in the data active means activity change below about -30%; further: on the % scale 0 is the no-effect control and ±100 the full control effect
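TRiC (40 or 20 nM final, by batch activity) in 30 mM Tris pH 7.4, 100 mM KCl, 5 mM MgCl2, 1 mM DTT was treated with compound at 76 uM single dose, then 10 uM ATP, 30 min at 37 °C. ADP was read by HTRF Transcreener.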
Nrf2 activator – Nrf2 pathway activation | AREc32 ARE-luciferase reporter (MCF7-derived line), luminescence, 24 h | Potency, µM (doses to about 46.1 µM), inactives show at the highest dose activation, usual class: activators | 410,000 tested, 0.31% active; further: potency means the concentration at half of the fitted maximal effect; % of control where 0% means no effect; nearly all actives have a fitted effect of over 65% in size
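AREc32_Fluc, 1000 cells/well, OPTI-MEM + 5% FBS, o/n 37 deg C 5% CO2; 23 nL cpd by pin tool, 24 hr; Steady-Glo 30 min RT, luminescence.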
* marks the source's active call; other numbers are inactive results; i = inactive; ? = inconclusive; . = not tested or not shown; & = joins results of further samples; [ ] = another dose, or the depositor's remark. Unless noted, the call rests on the fitted dose curve; in most records, active means well fitted curve in the direction sought with a large enough effect; inconclusive means small, poorly fitted or top-dose-only effect, or another doubt; inactive means no such curve, though single readings can be large; an effect the other way counts as inactive or inconclusive.

molecule	EPAC2 ag	A549 viability	EPAC2 antag	pAkt inh	Nrf2 block	TGFb inhibitor	MmCpn inh	CCT modulator	Nrf2 activator
Cc1c(Cl)cccc1NC(=O)Cn1cc(C(F)(F)F)cc(Cl)c1=O	3%	-1%	24%	i	1%	-10%	0%	0.1	2.8%
CC(C)NC(=O)Nc1nnc([C@@H]2C[C@H](O)[C@@H](CO)O2)s1	9%	.	7%	i	.	9%	.	0.7	0.2%
Cc1ccc(CSCCNC(=O)CSCc2ccc([N+](=O)[O-])cc2)cc1	22%	4%	7%	i	11%	?	0%	-23	-0.7%
CCN(CC(=O)Nc1ccccc1SC)Cc1nc2ccccc2c(=O)[nH]1	-2%	-7%	2%	i	12%	-26%	0%	-1.1	4.4%
Cc1ccc(-c2nc(-c3ccccc3)no2)cc1	-3%	1%	-2%	i	?	-4%	-2%	1.2	2.1%
COc1ccc(CN(C)S(=O)(=O)c2ccc3c(c2)OCCO3)cc1	8%	-1%	0%	i	6%	2%	1%	1.1	-0.2%
CCOC(=O)C1CCCN(c2oc(-c3ccc(OC)cc3)nc2C#N)C1 (stereo not given)	7%	-2%	-12%	i	8%	11%	-2%	-1.1	-0.7%
CC(C)n1ncc2c(C(=O)NCCc3ccc(S(N)(=O)=O)cc3)cc(C3CC3)nc21	3%	18%	-14%	i	-7%	6%	2%	-3.4	1.6%
CCOc1ccc(S(=O)(=O)NN)cc1	-12%	3%	6%	i	21%	1%	-4%	-0.6	-0.8%
Cc1cc(Cl)ccc1OCC(=O)Nc1ccccc1CO	5%	2%	-7%	i	?	-24%	0%	-1.5	22%
CC(C)c1nnc(NC(=O)CC(C)c2ccccc2)s1 (stereo not given)	1%	1%	11%	i	6%	-7%	-4%	-2.0	4.4%
S=C(NCc1cccs1)Nc1ccccc1	-5%	16%	6%	i	-12%	-9%	0%	-3.6	2.3%
COc1cccc(CNC(=O)CCC(=O)N2CCOCC2)c1	11%	1%	12%	i	6%	1%	1%	-0.4	-0.3%
CN1OC[C@@H]2CN(C(=S)NCCc3ccccc3)[C@H](c3ccccc3Br)C[C@@H]21	14%	.	?	i	.	?	.	0.4	4.1%
CC(=O)Nc1nonc1-c1nnc(SCc2cccc(Br)c2)n1C	.	0%	.	.	-22%	-1%	.	.	-0.9%
O=c1oc2ccccc2c(NC2CCCCC2)c1NS(=O)(=O)c1ccc(Br)cc1	9%	-6%	?	i	?	?	-1%	0.8	0.4%
CCOC(=O)C1=C(CC)Nc2ccccc2N=C1NC(=O)Nc1ccc(Cl)c(Cl)c1	-5%	?	-1%	i	?	7.1µM*	-1%	0.3	3.9%
COc1ccccc1C1CC(=O)NC(C)=C1C(=O)OC1CCCCCC1 (stereo not given)	.	-2%	.	.	?	?	.	.	-0.6%
FC(F)(F)c1nc2nc(Cl)c(Cl)nc2n1CCCN1CCOCC1	4%	.	4%	i	.	4%	.	0.3	12%
CC(=O)c1cccc(NC(=S)NC2CCCCC2)c1	-2%	8%	10%	i	6%	0%	0%	-4.1	0.9%

Retrieved by compound from the entries so far (three):
molecule	EPAC2 ag	A549 viability	EPAC2 antag	pAkt inh	Nrf2 block	TGFb inhibitor	MmCpn inh	CCT modulator	Nrf2 activator
CC(C)c1nnc(NC(=O)CC(C)c2ccccc2)s1 (stereo not given)	1%	1%	11%	i	6%	-7%	-4%	-2.0	4.4%
CCOC(=O)C1CCCN(c2oc(-c3ccc(OC)cc3)nc2C#N)C1 (stereo not given)	7%	-2%	-12%	i	8%	11%	-2%	-1.1	-0.7%
COc1cccc(CNC(=O)CCC(=O)N2CCOCC2)c1	11%	1%	12%	i	6%	1%	1%	-0.4	-0.3%

Next section.
molecule	EPAC2 ag	A549 viability	EPAC2 antag	pAkt inh	Nrf2 block	TGFb inhibitor	MmCpn inh	CCT modulator	Nrf2 activator
CCCc1cc(=O)oc2c(CN3CCCC3)c(O)ccc12	1%	3%	13%	i	8%	8%	-10%	-3.5	0.3%
CC(C)N(C(=O)[C@H]1CC(CC(=O)NCCc2ccccn2)C(=O)N2CCc3c([nH]c4ccccc34)[C@]12C)C(C)C (stereo not given in full)	17%	4%	10%	i	-6%	?	1%	0.0	2.9%
COc1cc(C(=O)NCc2nnc(SCC(=O)N3CCCC3)o2)cc(OC)c1OC	1%	1%	0%	i	12%	-2%	0%	0.5	-1.2%
CCCCOc1ccc(NC(=O)CN2CCN(CC)CC2)cc1	1%	-2%	3%	i	3%	0%	-1%	-4.9	-0.7%
N#C/C=C1/NC(=O)c2ccccc2S1	-3%	-4%	-1%[57.1 µM]	-110%*	-6%	0%	0%	-1.6	14%
CCC(Sc1ncc(S(=O)(=O)c2ccc(C)cc2)c(=O)[nH]1)C(=O)Nc1cc(C)ccc1C (stereo not given)	.	20%	.	.	21%	-1%	.	.	-1.0%
COc1ccc(NS(=O)(=O)c2ccc(N3CC(O)=C(c4ccccc4)C3=N)cc2)cc1	7%	3%	-5%	i	4%	-7%	1%	-0.6	-0.4%
Clc1ccc(OCCSc2ncccn2)c(Br)c1	8%	1%	?	i	?	-25%	-3%	0.4	-0.2%
COCCNC(=O)c1cc(-c2ccc(OC)c(OC)c2)on1	14%	-4%	-14%	i	.	-5%	0%	-6.4	0.0%
CCN1CCN(C(=O)CSc2cc(=O)n(C)c3ccccc23)CC1	-2%	5%	2%	i	-7%	0%	2%	-1.0	2.8%
Cc1ccc(C)c(N2CCN(C(=O)CCCn3ncn4c(cc5occc54)c3=O)CC2)c1	14%	-1%&6%	-24%	i	?	?	-2%	-5.8	0.4%&4.0%
O=C(c1cc(C2CC2)nn1-c1ccccc1)N1CCN(S(=O)(=O)c2c(F)cccc2F)CC1	2%	-4%	2%	i	4%	1%	0%	-2.1	0.2%
c1ccc2sc(NC3=NCN(C4CCCCC4)CN3)nc2c1	-6%	0%	-2%	i	.	-9%	-2%	-4.2	-0.2%
COc1cc(OC)nc(Nc2nc(C(N)Cc3ccc(Cl)cc3)cs2)n1 (stereo not given)	15%	.	17%	i	.	?	.	-1.6	-3.3%
CSc1ncnc2c1ncn2CCCN1CCN(c2ncccn2)CC1	1%	.	8%	i	.	2%	.	0.9	3.5%
COCCN(C(=O)CCCC(=O)Nc1ccccn1)C(C(=O)NC1CCCC1)c1ccc(C)cc1 (stereo not given)	4%	3%	11%	i	5%	-2%	0%	-2.6	-0.5%
COc1cc(NS(=O)(=O)c2cc(C(=O)N3CCN(C(C)=O)CC3)ccc2OC)cc(OC)c1	1%	-3%	8%	i	-12%	2%	-8%	0.4	-0.2%
O=C(Cn1cncn1)c1ccc(Cl)cc1	6%	-4%	11%	i	6%	1%	-1%	0.6	-0.3%
CCN(CC(=O)NCCc1ccccc1)S(=O)(=O)c1ccc(C)cc1	-3%	-4%	13%	i	8%	20%	0%	-1.7	0.0%
COc1ccc(CN(C)C(=O)CCN=C2NS(=O)(=O)c3ccccc32)c(OC)c1	2%	-12%	4%	i	?	-2%	0%	0.7	-0.6%

Given with two lines to a compound: entries from further up.
Order of values – EPAC2 ag	A549 viability	EPAC2 antag	pAkt inh	Nrf2 block	TGFb inhibitor	MmCpn inh	CCT modulator	Nrf2 activator
CCCCOc1ccc(NC(=O)CN2CCN(CC)CC2)cc1
→ 1%	-2%	3%	i	3%	0%	-1%	-4.9	-0.7%
N#C/C=C1/NC(=O)c2ccccc2S1
→ -3%	-4%	-1%[57.1 µM]	-110%*	-6%	0%	0%	-1.6	14%
CCC(Sc1ncc(S(=O)(=O)c2ccc(C)cc2)c(=O)[nH]1)C(=O)Nc1cc(C)ccc1C (stereo not given)
→ .	20%	.	.	21%	-1%	.	.	-1.0%

(more compounds)
molecule	EPAC2 ag	A549 viability	EPAC2 antag	pAkt inh	Nrf2 block	TGFb inhibitor	MmCpn inh	CCT modulator	Nrf2 activator
CS(=O)(=O)N(CC(=O)Nc1ccc2c(c1)OCO2)Cc1ccc(Cl)cc1	9%	-5%	-1%	i	-4%	-1%	-1%	-2.0	-0.4%
CCOc1ccccc1/C=N/NC(=O)c1nnn(-c2nonc2N)c1CN1CCC(C)CC1	-5%	11%	-11%	i	-15%	?	-1%	-1.3	-0.1%
COc1cc(C(C2C(=O)CC(C)(C)CC2=O)C2C(=O)CC(C)(C)CC2=O)cc(OC)c1OC	7%	5%	2%	i	0%	-11%	2%	2.5	-0.4%
COc1ccc(-c2cc(C(F)(F)F)n3nc(C(=O)NCCN4CCOCC4)cc3n2)cc1	-11%	-15%	-2%	i	?	-7%	-9%	1.5	0.1%
CCOC(=O)C1C(C(=O)OC)=C(C2=CCCCC2)c2ccccc2N1S(=O)(=O)C(F)(F)F (stereo not given)	-10%	-7%	-16%	i	-3%	-34%	-7%	0.6	3.6%
Cc1ccc(-c2nnc(SCC(=O)N(C)C)nc2-c2ccc(C)cc2)cc1	7%	2%	-13%	i	-3%	-1%	1%	0.7	4.0%

High-throughput results as filed in PubChem BioAssay.

Not all compounds are listed, so the mix of outcomes need not match the whole.
